Source: PubChem (NMMLSC)
GSH fluor: GSH bead compound fluorescence profile; GSH beads flow cytometry, compound fluorescence 488/530 nm; stronger effect = higher value; fluorescence (KMESF) at 10 µM; actives 0.25% (n = 190,000); AID 1776; in the data active = fluorescence above about 89;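 also: glutathione beads carrying GST-tagged Bcl family fusion proteins plus one bare bead set; values are compound well signal with DMSO vehicle wells as background; inactives centre near 16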
Bcl-B Bim block: inhibitors of Bim-Bcl-B interaction, human; Q9HD36; bead-based flow cytometry, Bim peptide-Bcl-B binding; inhibition, % at 10 µM; actives 0.073% (n = 190,000); AID 951;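 also: 0% = tracer peptide without compound and 100% = reference inhibitor peptide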
Target sequence (Q9HD36 whole entry, looked up): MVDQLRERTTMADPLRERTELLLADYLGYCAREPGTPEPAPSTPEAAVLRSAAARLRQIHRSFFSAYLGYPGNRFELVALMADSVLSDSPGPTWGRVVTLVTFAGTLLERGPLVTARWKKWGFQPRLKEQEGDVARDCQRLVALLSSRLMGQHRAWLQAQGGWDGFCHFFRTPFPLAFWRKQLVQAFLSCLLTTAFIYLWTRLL
Bim-Bcl-2: inhibitors of Bim-Bcl-2 interaction, human. P10415. Bead-based flow cytometry, Bim peptide-Bcl-2 binding. inhibition, % at 10 µM. actives 0.06% (n = 190,000). AID 950; in the data active = inhibition above about 40%; inconclusive = no clear call, values can overlap the other calls;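 also: 0% = no compound wells with probe peptide and 100% = reference peptide inhibitor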
RGS4-Gao reg: human RGS4-Galphao interaction regulation. P09471. Multiplexed bead flow cytometry, RGS4-Galphao binding; actives lie on both sides. binding response (% of control), % at 10 µM. actives 0.33% (n = 220,000). AID 1415; in the data active = binding response below about 49% or above about 150%; inactive = in between;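 also: fluorescent Galphao activated with aluminum fluoride binding bead-coupled RGS4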
Target sequence (P09471 whole entry, looked up): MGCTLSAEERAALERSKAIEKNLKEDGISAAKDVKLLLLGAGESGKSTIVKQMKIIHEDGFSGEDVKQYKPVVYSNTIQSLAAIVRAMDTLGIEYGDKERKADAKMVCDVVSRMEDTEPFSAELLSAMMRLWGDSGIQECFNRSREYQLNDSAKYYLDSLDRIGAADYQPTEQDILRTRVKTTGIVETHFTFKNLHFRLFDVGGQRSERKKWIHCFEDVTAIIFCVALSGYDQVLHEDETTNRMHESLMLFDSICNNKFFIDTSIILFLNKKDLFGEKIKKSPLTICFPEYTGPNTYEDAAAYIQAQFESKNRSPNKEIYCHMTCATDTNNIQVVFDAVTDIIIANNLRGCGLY
Avidin bead fluor: avidin bead compound fluorescence profile; Avidin beads, compound fluorescence 488/530 nm, flow cytometry; stronger effect = higher value; fluorescence (KMESF) at 10 µM; actives 0.38% (n = 220,000); in the data active = fluorescence above about 47; also: inactives centre near 10
ABCB1 inh: human ABCB1 inhibition, ABCG2 as counter-screen | P08183 | CCRF-Adr cells, JC-1 efflux, flow cytometry | inhibition, % at 6.6 µM | actives 0.067% (n = 190,000); in the data active = inhibition above about 40%;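 also: 0% = vehicle and 100% = reference inhibitor; higher value means more JC-1 retained so stronger ABCB1 efflux block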
Bfl-1 Bim block: human Bim-Bfl-1 interaction inhibition; Bead-based flow cytometry, Bim-Bfl-1 binding inhibition; inhibition, % at 10 µM; actives 0.12% (n = 190,000);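 also: 0% = wells without compound plus tracer and 100% = blocker peptide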
Bcl-XL Bim block: disrupts Bim peptide binding to human Bcl-XL; AID 1007; actives 0.04% (n = 190,000); Q07817; inhibition, % at 10 µM; bead flow cytometry, fluorescence
Target sequence (Q07817 whole entry, looked up): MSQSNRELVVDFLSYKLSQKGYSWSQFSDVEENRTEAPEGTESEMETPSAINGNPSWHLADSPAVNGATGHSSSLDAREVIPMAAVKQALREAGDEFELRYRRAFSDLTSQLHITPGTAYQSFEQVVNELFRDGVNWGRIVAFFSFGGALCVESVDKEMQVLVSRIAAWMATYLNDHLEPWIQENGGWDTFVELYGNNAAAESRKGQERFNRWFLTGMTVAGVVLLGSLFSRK
ABCG2 block: human ABCG2 inhibition, ABCB1 as counter-screen | Q9UNQ0 | IgMXP3 cells, JC-1 efflux, flow cytometry | inhibition, % at 6.6 µM | actives 0.1% (n = 190,000);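 active = inhibition above 80%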;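 also: 0% = DMSO and 100% = nicardipine control wells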
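Incubation: cells with compound and JC-1, 10 min at 25 °C, rotating, no wash / Test system: IgMXP3 (ABCG2) plus far-red-tagged CCRF-Adr (ABCB1) cells / Compound dosing: one concentration, 6.6 µM final / Also added: JC-1 fluorescent substrate / Evaluation: efflux inhibition in percent versus controls / Detection: flow cytometry, 530 nm JC-1 signal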
RGS7-Gao: modulates binding of RGS7 to human Galphao; Multiplexed bead flow cytometry; actives lie on both sides; binding response (% of control), % at 10 µM; AID 1439; actives 0.35% (n = 220,000); P09471; in the data active = binding response below about 49% or above about 150%; inconclusive = no clear call, values can overlap the other calls; inactive = in between;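 also: fluorescent Galphao held in activated GDP-AlF4 state binding bead-coupled RGS7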
Bcl-W Bim block: human Bim-Bcl-W interaction inhibition; bead-based flow cytometry, Bim peptide-Bcl-W binding; inhibition, % at 10 µM; actives 0.02% (n = 190,000);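 also: 0% = bound tracer without compound and 100% = peptide blocker; higher means less fluorescent Bim peptide bound to Bcl-W beads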
Target sequence (Q92843 whole entry, looked up): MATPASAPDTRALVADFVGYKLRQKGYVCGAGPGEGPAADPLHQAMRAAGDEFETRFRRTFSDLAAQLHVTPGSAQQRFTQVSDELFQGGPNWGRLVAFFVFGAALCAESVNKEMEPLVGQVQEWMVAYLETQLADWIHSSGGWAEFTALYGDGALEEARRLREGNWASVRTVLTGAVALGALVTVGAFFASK
An asterisk follows results filed as active; ? = inconclusive; nt = not tested or not shown. Rule as the data show it, unless noted: active = inhibition above about 40%.

SMILES | GSH fluor | Bcl-B Bim block | Bim-Bcl-2 | RGS4-Gao reg | Avidin bead fluor | ABCB1 inh | Bfl-1 Bim block | Bcl-XL Bim block | ABCG2 block | RGS7-Gao | Bcl-W Bim block
Cc1noc(C)c1C(=O)NC1CCCc2ccccc21 (stereo unspecified) | 35 | -5 | -7 | 109 | 7 | 0.0 | -12 | 2 | 0 | 107 | 0
CCOc1ccc2ncc(S(=O)(=O)c3ccccc3)c(N3CCC4(CC3)OCCO4)c2c1 | 9 | -5 | -7 | 99 | 12 | 15 | -13 | -6 | 23 | 99 | -3
CCOC(=O)c1c(NC(=O)C2=C(C)NC(=S)NC2c2ccc(F)cc2)sc(C)c1C (stereo unspecified) | 10 | -14 | 2 | 94 | 4 | 1.6 | 2 | -5 | 2 | 96 | -3
c1ccc2c(NC3=NCCCCS3)cccc2c1 | 34 | -7 | -6 | 96 | 7 | -0.1 | -2 | -5 | 0 | 98 | -4
COc1ccccc1NC(=S)NCCc1ccccc1 | 29 | -11 | 0 | 105 | 20 | 0.1 | -1 | -4 | 2 | 101 | -4
CCOc1cc(C2NC(=O)NC(C)=C2C(=O)OC(C)CC)cc(Br)c1O (stereo unspecified) | 15 | -7 | -2 | 103 | 6 | -0.1 | -9 | -1 | 1 | 100 | 2
Cc1c(C(=O)O)oc2c(F)cccc12 | 18 | -2 | -4 | 101 | 9 | 1.5 | -6 | -1 | 3 | 100 | -2
CN1CCN(c2ccc(NC(=O)c3ccc(-c4ccc(Br)cc4)o3)cc2)CC1 | 12 | 2 | 1 | 103 | 13 | 0.4 | -2 | 0 | 16 | 100 | 4
Cc1cc(NC(=O)CSc2nc3c([nH]c4ccccc43)c(=O)n2-c2cccc(C(F)(F)F)c2)no1 | 20 | 4 | 0 | 101 | 38 | 0.9 | 6 | 9 | -11 | 99 | 5
COC(CNc1ncnc2c1cnn2C)OC | 11 | -7 | -2 | 97 | 28 | -0.2 | -10 | -3 | 0 | 99 | -3
O=C(Nc1nc(-c2ccc3c(c2)OCCO3)cs1)C1CCCC1 | 18 | -2 | -3 | 91 | 7 | -0.5 | 0 | -3 | 1 | 93 | -1
c1cncc(-c2nc3cc4ccccc4cc3[nH]2)c1 | 50 | -6 | -4 | 103 | 8 | 0.5 | -11 | 22 | 7 | 100 | 5
CCOC(=O)c1c(NC(=S)NC(=O)c2cnn(CC)c2)sc2c1CCC(C)C2 (stereo unspecified) | 18 | -1 | 0 | 100 | 43 | 0.0 | 0 | -5 | 0 | 106 | -3
O=C(N/N=C/c1ccco1)C1CC1 | 13 | -9 | -6 | 99 | 15 | 0.3 | -15 | -7 | 6 | 106 | -3
COc1ccc(OC)c(NC(=O)CSc2nnc(-c3ccco3)n2-c2ccccc2)c1 | 11 | -8 | -11 | 103 | 10 | 1.4 | -7 | -4 | 24 | 97 | 1
COC(=O)c1scc(C)c1N/N=C(\C)c1cc(F)c(Cl)cc1F | 11 | 0 | 1 | 79 | 14 | 0.0 | 0 | 1 | 0 | 81 | -1
O=C(CNS(=O)(=O)c1ccc(Br)s1)NCc1ccc2c(c1)OCO2 | 24 | -10 | -10 | 99 | 19 | 0.2 | -17 | -10 | 8 | 101 | 0
CSc1nnc(C)c(=O)n1COC(=O)COc1ccccc1 | 8 | -1 | 3 | 105 | 4 | 0.5 | 0 | -3 | 4 | 99 | 0
COCCn1c(C(C)C)nc2sc3ccccc3c(=O)c2c1=O | 41 | -10 | -10 | 102 | 12 | 1.6 | -11 | -9 | 8 | 97 | -2
CN(C)c1ccc(/C=N/NC(=S)NCc2ccccc2)cc1 | 9 | -7 | 1 | 95 | 14 | 0.6 | 0 | -3 | 6 | 92 | -1
COC(=O)CC1C(C(=O)OC)ON2OC(C(=O)OC)C(C(=O)OC)C12 (stereo unspecified) | 25 | -8 | -3 | 100 | 12 | -0.1 | -3 | -9 | 0 | 96 | -3
CCCCn1c(Cc2ccccc2)nnc1SCC(=O)Nc1cc(C)on1 | 10 | -4 | -2 | 100 | 27 | 1.6 | -2 | -5 | 17 | 100 | -4
COC(=O)c1c(-c2ccc(C)cc2)csc1NC(=S)NC(=O)c1ccc(F)cc1 | 6 | -3 | 0 | 104 | 1 | -0.6 | 0 | -2 | -3 | 101 | -1
O=C(NC1CC1)c1ccc(COc2ccc(F)cc2)o1 | 48 | -8 | -7 | 99 | 8 | 0.3 | -12 | -10 | 6 | 99 | 1
c1ccc(OCc2nc3ccccc3s2)cc1 | 25 | -5 | -7 | 87 | 19 | 0.4 | -11 | 4 | 1 | 114 | 1

Single records, as listed above.
Results for `CCCCn1c(Cc2ccccc2)nnc1SCC(=O)Nc1cc(C)on1` → GSH fluor: 10; Bcl-B Bim block: -4; Bim-Bcl-2: -2; RGS4-Gao reg: 100; Avidin bead fluor: 27; ABCB1 inh: 1.6; Bfl-1 Bim block: -2; Bcl-XL Bim block: -5; ABCG2 block: 17; RGS7-Gao: 100; Bcl-W Bim block: -4
Results for `c1ccc2c(NC3=NCCCCS3)cccc2c1` → GSH fluor: 34; Bcl-B Bim block: -7; Bim-Bcl-2: -6; RGS4-Gao reg: 96; Avidin bead fluor: 7; ABCB1 inh: -0.1; Bfl-1 Bim block: -2; Bcl-XL Bim block: -5; ABCG2 block: 0; RGS7-Gao: 98; Bcl-W Bim block: -4

Other records:
SMILES | GSH fluor | Bcl-B Bim block | Bim-Bcl-2 | RGS4-Gao reg | Avidin bead fluor | ABCB1 inh | Bfl-1 Bim block | Bcl-XL Bim block | ABCG2 block | RGS7-Gao | Bcl-W Bim block
CCCCOC(=O)Cn1cnc2ccc(Br)cc2c1=O | 25 | -1 | -4 | 104 | 7 | 1.1 | -7 | -1 | 9 | 102 | -5
CC(C)c1nc2c(c(=O)c3ccccc3n2C)c(=O)n1-c1ccc(F)cc1 | 9 | -9 | -8 | 100 | 15 | 1.5 | -5 | -10 | 5 | 106 | -5
COC(=O)c1ccccc1CON1C(=O)C(C)(C)N(OCc2ccccc2C(=O)OC)C(=O)C1(C)C | 14 | -3 | -6 | 106 | 45 | 1.5 | -3 | -2 | 3 | 107 | -3
CCOC(=O)c1nc(Nc2cccc(C)c2)c2ccccc2n1 | 10 | -3 | -3 | 95 | 18 | 0.2 | -3 | -2 | 1 | 93 | -3
COc1ccc(OCCC(=O)OCC(=O)Nc2cccc(S(=O)(=O)N3CCOCC3)c2)cc1 | 58 | -4 | -7 | 105 | 25 | 0.1 | -8 | 0 | 1 | 103 | 1
O=C(COc1ccc(Cl)cc1)NCCC1=CCCCC1 | 16 | 2 | 1 | 105 | 51* | 0.1 | 0 | 0 | 0 | 106 | 2
Cc1ccn2cc(CNS(=O)(=O)c3ccc(Cl)s3)nc2c1 | 26 | -5 | -6 | 100 | 6 | 0.2 | -7 | -5 | 4 | 98 | 0
Cc1oc(C(=O)O)cc1CSCc1ccoc1C(=O)O | 16 | 0 | 2 | 91 | 25 | -0.1 | 0 | -2 | -1 | 97 | -2
Cc1cc(NS(=O)(=O)c2ccc(NC(=O)c3cc4cc(Br)ccc4oc3=O)cc2)no1 | 11 | -2 | -1 | 98 | 13 | -0.1 | -6 | -6 | 1 | 99 | -2
CN(C)S(=O)(=O)N1CCN(c2cccc(Cl)c2)CC1 | 30 | 4 | 5 | 78 | 0 | 0.6 | 4 | 12 | 8 | 94 | 6
Cc1cccc(OCCC(=O)OCC(=O)N2CCc3ccccc32)c1 | 21 | -2 | -5 | 104 | 54* | 0.3 | 0 | 0 | 2 | 116 | -3
Cc1c(Br)c([N+](=O)[O-])nn1C(C)C(=O)NCc1cccs1 (stereo unspecified) | 19 | -1 | 1 | 102 | 9 | 1.1 | 0 | -5 | 4 | 104 | 0
CCCC1=C(C(=O)OCC)C(/C=C/c2ccccc2)n2ncnc2N1 (stereo unspecified) | 12 | nt | ? | 96 | 6 | 5.0 | nt | nt | 22 | 99 | nt
COc1ccc2c(c1)c(C(=O)CN1CCC3(CC1)OCCO3)c(C)n2C | 6 | -7 | 0 | 100 | 7 | 0.4 | 0 | -5 | 2 | 98 | 0
COc1ccc(N(C(=O)c2cnsn2)C(C(=O)NC2CCCCC2)c2ccncc2)cc1 (stereo unspecified) | 8 | -4 | 0 | 93 | 9 | nt | 5 | -6 | 6 | 86 | -2
Cc1ccccc1-c1nc(Cc2ccc(Cl)cc2)no1 | 41 | -7 | -9 | 98 | 13 | -0.1 | -12 | -5 | 1 | 99 | 2
CCC(CC)NC(=O)c1cccc(Br)c1 | 9 | -3 | -1 | 99 | 8 | -0.2 | -3 | -3 | 2 | 103 | -2
COc1ccccc1N1CCN(C2CCN(C(=O)c3cccs3)CC2)CC1 | 19 | -5 | -8 | 104 | 34 | 1.8 | -13 | -1 | 14 | 101 | 0
COc1ccc(/C=N\NS(=O)(=O)c2ccc(Br)cc2)cc1COc1ccccc1[N+](=O)[O-] | 17 | 0 | 10 | 102 | 20 | 0.5 | 8 | 0 | 1 | 97 | -1
CCCCC(CC(O)COCC(C)C)C(=O)NNC(=S)Nc1ccccc1 (stereo unspecified) | 19 | -13 | 0 | 95 | 9 | -0.5 | 2 | -6 | -2 | 94 | -6
O=C(c1ccccc1O)N1N=C(c2ccccc2)CC1(O)C(F)(F)F (stereo unspecified) | 12 | 3 | 0 | 97 | 6 | -0.9 | -2 | 1 | 3 | 105 | -1
O=C(Nc1cc(Cl)ccc1Cl)c1ccc(-c2ccccc2)cc1 | 13 | -1 | 2 | 100 | 13 | -0.2 | -3 | -5 | 1 | 102 | -6
O=C(O)/C(=C\c1ccc(Cl)c([N+](=O)[O-])c1)c1ccc(S(=O)(=O)N2CCCCC2)s1 | 69 | -7 | -4 | 102 | 27 | -0.7 | -7 | -4 | -1 | 99 | 0
CCCCCC(=O)N=Nc1c(O)[nH]c2ccc([N+](=O)[O-])cc12 | 9 | -5 | -2 | 97 | 3 | -0.1 | -3 | -7 | 1 | 100 | -8
CN1CCN(CC(=O)N2c3ccccc3C(C)(c3ccccc3)CC2(C)C)CC1 (stereo unspecified) | 9 | -5 | -9 | 96 | 8 | 1.2 | -12 | 0 | 4 | 99 | 3
Cc1cc(C)c2cc(CN(CCO)C(c3nnnn3Cc3ccc(F)cc3)C(C)C)c(=O)[nH]c2c1 (stereo unspecified) | 10 | -2 | 0 | 99 | 8 | 0.8 | 0 | 0 | 8 | 101 | -1
O=C(/C=C/c1cccs1)Nc1ccc(Br)cn1 | 11 | 0 | -2 | 98 | 8 | 0.1 | -1 | -7 | 1 | 103 | -8
COc1cccc(C=Nc2cccc3c(=O)[nH][nH]c(=O)c23)c1O | 70 | 0 | -3 | 101 | 7 | 0.0 | 0 | -4 | 22 | 101 | -5
Cc1ccc(C)c(S(=O)(=O)N2CCN(C(C)C(=O)Nc3ccccc3-c3ccccc3)CC2)c1 (stereo unspecified) | 8 | 0 | 0 | 99 | 4 | 5.1 | 0 | 0 | 6 | 97 | 0
COc1ccc(NC(=O)COc2nc(N(C)C)nc(N(C)C)n2)cc1 | 11 | -2 | 0 | 97 | 5 | 0.8 | 0 | -1 | 5 | 95 | -1

An excerpt from above, limited to Bcl-XL Bim block:
Molecule	Bcl-XL Bim block
Cc1cccc(OCCC(=O)OCC(=O)N2CCc3ccccc32)c1	0
COc1ccc2c(c1)c(C(=O)CN1CCC3(CC1)OCCO3)c(C)n2C	-5
